# From PubChem BioAssay
# MPTP block – mitochondrial permeability transition pore inhibitors, primary screen, biochemical, isolated mouse mitochondria, absorbance. Ca2+ swelling absorbance, 30 min. inhibition, % at 10 µM. 360,000 tested, 1.4% active. AID 602449, 2012;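 active = inhibition of 50% or more, scaled per plate between neutral and stimulator controls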;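 note: 0% = DMSO wells given calcium and 100% = 1 mM EGTA wells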
# GRIN3A LBD mod – binders of NR3A ligand-binding domain, primary screen, biophysical, differential scanning fluorimetry, uHTS; NR3A LBD differential scanning fluorimetry, Tm shift; 0% = protein alone, 100% = glycine-bound protein; Tm shift relative to glycine control, % at 25 µM; 340,000 tested, 2.5% active; AID 1259313, 2017;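 active = melting temperature shift of at least 10% of the positive control shift, at one fixed dose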
# ATG4B inh – ATG4B protease inhibitors, primary screen, biochemical, fluorescence, uHTS; Cysteine protease ATG4B (Homo sapiens), Q9Y4P1; 340,000 tested, 0.51% active; inhibition, % at 8.33 µM; ATG4B cleavage of LC3-PLA2, NBD-HPC fluorescence, 1 h; in the data active = inhibition above about 40%
# Target sequence (Q9Y4P1 whole entry, looked up): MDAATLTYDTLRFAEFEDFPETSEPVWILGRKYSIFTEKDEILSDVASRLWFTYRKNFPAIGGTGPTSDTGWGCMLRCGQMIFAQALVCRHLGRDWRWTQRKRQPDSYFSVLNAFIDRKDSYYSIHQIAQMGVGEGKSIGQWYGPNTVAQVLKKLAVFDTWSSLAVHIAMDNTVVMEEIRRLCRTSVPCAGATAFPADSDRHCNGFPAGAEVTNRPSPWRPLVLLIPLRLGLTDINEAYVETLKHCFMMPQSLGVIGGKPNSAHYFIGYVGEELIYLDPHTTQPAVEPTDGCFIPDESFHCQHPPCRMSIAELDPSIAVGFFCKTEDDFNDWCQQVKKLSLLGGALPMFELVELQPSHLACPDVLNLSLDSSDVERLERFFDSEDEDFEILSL
# PfG6PD inh – PfG6PD enzyme inhibitors, primary screen, biochemical, fluorescence intensity, uHTS; inhibition, % at 20 µM; 350,000 tested, 0.78% active; glucose-6-phosphate dehydrogenase-6-phosphogluconolactonase (Plasmodium falciparum 3D7); AID 504690, 2011; PfGluPho enzyme, NADPH resazurin-diaphorase fluorescence;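 active = inhibition reaching at least a set limit at 20 µM in the primary screen, cut at about 59% in these data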;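 note: 0% = DMSO wells with substrate and 100% = DMSO wells lacking glucose-6-phosphate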
# SENP8 inh – human SENP8 protease inhibitors, primary screen, biochemical, fluorescence, Nedd8 protein substrate, uHTS; AID 602440, 2012; Sentrin-specific protease 8 (Homo sapiens), Q96LD8; 360,000 tested, 0.64% active; inhibition, % at 20 µM; recombinant SENP8; in the data active = inhibition mostly above about 40%, no sharp cut-off; inactive = mostly below about 27%
# SENP6 inh – SENP6 protease inhibitors, primary screen, biochemical, luminescence, uHTS; Sentrin-specific protease 6 (Homo sapiens), Q9GZR1; Recombinant SENP6 catalytic domain, aminoluciferin luminescence; 330,000 tested, 1.8% active; inhibition, % at 10 µM;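 active = inhibition above about 50% at the single tested dose, limit read from the data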;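 note: plate controls were DMSO wells with enzyme for no effect and DMSO wells lacking enzyme for full effect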
# SENP1 inh – human SENP1 catalytic domain inhibitors, primary screen, biochemical, FRET, uHTS; AID 624204, 2012; Sentrin-specific protease 1 (Homo sapiens), Q9P0U3; inhibition, % at 10 µM; recombinant SENP1 catalytic domain, CyPet-SUMO1-YPet FRET cleavage; 360,000 tested, 0.21% active;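 active = inhibition at least 30% at 10 µM, raw YFP signal under a set limit, fluorescence ratio 0.5 to 1.5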;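 note: 0% = enzyme with DMSO and 100% = no enzyme wells; some results filed as inactive read as strong as hits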
# Target sequence (Q9P0U3 419-644 limits assumed): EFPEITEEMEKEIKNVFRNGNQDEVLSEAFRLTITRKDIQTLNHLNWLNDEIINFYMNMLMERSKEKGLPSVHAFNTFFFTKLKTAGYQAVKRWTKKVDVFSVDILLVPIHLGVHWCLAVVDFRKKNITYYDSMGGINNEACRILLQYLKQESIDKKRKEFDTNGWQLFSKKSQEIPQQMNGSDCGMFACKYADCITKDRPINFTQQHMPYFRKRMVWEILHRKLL
#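 System: Recombinant human SENP1 catalytic domain, His6-tagged | Incubation: Enzyme reaction for 50 min at room temperature, dark | Medium: Tris pH 8 with BME, BSA, NP40 and catalase | Also added: 25 nM SUMO1 FRET substrate | Compound: 10 µM single point, 0.5% DMSO | Measured by: FRET fluorescence in CFP and YFP emission channels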
# hIAP activ – human IAP activators, primary screen, biochemical, luminescence, uHTS; AID 2524, 2010; Intestinal-type alkaline phosphatase (Homo sapiens), P09923; activation factor at 10 µM; purified human IAP, CDP-Star luminescence, 30 min; hits give high values; 1 = vehicle-only enzyme, 0 = enzyme-free background; 330,000 tested, 0.16% active;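 active = activation factor of the enzyme at least 2-fold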; note: the source names both 10 and 20 µM as test concentration; values of inactives mirror those of a sister screen read the other way
# * = called active by the depositor; i = inactive; . = no result given.
# The line under a structure holds: PfG6PD inh, SENP1 inh, SENP6 inh, SENP8 inh, MPTP block, GRIN3A LBD mod, hIAP activ, ATG4B inh
1	CCCOc1ccc(NC(=O)C2CC(=O)N/C(=N/N=C(C)/C=C/c3ccc(N(C)C)cc3)S2)cc1 (configuration not stated)
  -10, -26, 18, -144, 2.1, -5, 1.2, 19
2	CCc1ccc(NC(=S)N2CCCCCCC2)cc1
  -4, 3, 10, 20, 0.2, -1, 1.1, 0
3	O=P1(NC2CCCC2)OCC2(CO1)COP(=O)(NC1CCCC1)OC2 (configuration not stated)
  8, 0, ., 4, -0.2, 2, ., -2
4	Nc1nc(N)c2cc(Sc3ccc(Cl)cc3)ccc2n1
  21, 1, ., -478, 36, ., ., .
5	CCOC(=O)CSc1nc(C)c2cc(OC)ccc2n1
  10, 0, -7, i, -3.5, -1, 1.4, 0
6	O=C(c1ccccc1Cc1ccccc1)N1CCN(S(=O)(=O)c2ccccc2Br)CC1
  -2, 1, -16, 8, 0.6, 1, 0.91, -10
7	CC(C)N(C(=S)Nc1cc(S(=O)(=O)N2CCOCC2)ccc1Cl)c1ccccc1
  3, 0, 11, 7, 0.8, 0, 0.87, 1
8	Cn1c(Cc2cccs2)nnc1SCC(=O)Nc1ccccc1
  -15, 1, -9, 6, -0.1, -1, 0.91, 2
9	CC(=O)Nc1cccc(-c2nc3ccccc3o2)c1
  3, 0, -3, -2, -1.0, 0, 1.1, -4
10	CC1=C(C#N)C(c2ccccc2O)C(C#N)=C(C)N1
  6, -1, -12, -59, -1.1, -2, 1.1, -9

# The results go on:
# The line under a structure holds: PfG6PD inh, SENP1 inh, SENP6 inh, SENP8 inh, MPTP block, GRIN3A LBD mod, hIAP activ, ATG4B inh
11	Cc1cc([N+](=O)[O-])nn1CC(=O)N1c2ccccc2CC1C (configuration not stated)
  -2, 1, -9, -5, -0.1, -13, 0.89, 7
12	O=C(c1cccs1)N(CCN1CCCCC1)CC1CCCN(C2CCCC2)C1 (configuration not stated)
  -4, -2, 21, 23, -1.6, -2, 0.88, 1
13	CC(=O)Oc1ccccc1-n1c(C)nc(=O)c(-c2ccccc2)c1C
  -3, 3, 11, 16, -1.6, 1, 1.2, 2
14	CCOC(=O)C1CCN(S(=O)(=O)c2ccc(Br)c(OCC)c2)CC1
  4, 0, -27, 14, 0.2, -3, 1.1, 9
15	O=C(NCc1ccccc1)C1=C[C@@H](c2ccc3c(c2)OCO3)C[C@@H](OCCCCO)O1
  7, -2, -2, -78, -1.3, -1, 0.81, -4
16	CCOC(=O)/C=c1\s/c(=C\c2ccccc2OC)c(=O)n1CC(=O)N1CCOCC1
  16, -71, -1, -197, 3.4, -1, 0.85, -16
17	Cc1ccc(-n2ncc(C(=O)N3CCN(C(=O)c4ccco4)CC3)c2-n2cccc2)cc1
  15, 0, -9, -8, 1.0, -1, 0.77, -5
18	CN=C(Nc1ccc(C(=O)OC)s1)c1ccccc1
  -11, -1, -4, 2, -0.3, -2, 1.1, 7
19	O=C(COC(=O)/C(=C/c1cccs1)c1cccs1)NC(c1ccccc1)c1ccccc1
  9, -12, -2, 8, 4.2, 0, 0.95, -3
20	O=C(NCCS(=O)(=O)N1CCN(c2ccccc2)CC1)c1ccco1
  -4, 1, 6, -5, 0.0, 2, 1.1, 3

# An excerpt from above in order of their number in PfG6PD inh, descending.
no. | molecule | PfG6PD inh | SENP1 inh | SENP6 inh | MPTP block | GRIN3A LBD mod | hIAP activ | ATG4B inh
11 | Cc1cc([N+](=O)[O-])nn1CC(=O)N1c2ccccc2CC1C (configuration not stated) | -2 | 1 | -9 | -0.1 | -13 | 0.89 | 7
20 | O=C(NCCS(=O)(=O)N1CCN(c2ccccc2)CC1)c1ccco1 | -4 | 1 | 6 | 0.0 | 2 | 1.1 | 3
18 | CN=C(Nc1ccc(C(=O)OC)s1)c1ccccc1 | -11 | -1 | -4 | -0.3 | -2 | 1.1 | 7

# Following part:
# The line under a structure holds: PfG6PD inh, SENP1 inh, SENP6 inh, SENP8 inh, MPTP block, GRIN3A LBD mod, hIAP activ, ATG4B inh
21	COc1ccc(CN(CCC(c2ccccc2)C2CCOC(C)(C)C2)C(C)=O)cc1 (configuration not stated)
  2, 0, -14, 14, 0.3, -7, 0.85, -8
22	CN(C)CCn1nnnc1SCC1=C(C(=O)O)N2C(=O)[C@@H](NC(=O)Cc3csc(N)n3)[C@H]2SC1
  31, -13, 2, -7, -1.8, 0, 1.1, -7
23	O=C(CCC(=O)N(CC(=O)NC1CCCCC1)Cc1ccco1)Nc1nccs1
  3, 2, -6, 8, 1.5, 7, 1, -8
24	CCCc1cc(C(=O)Nc2ccc(C(=O)OC)cc2)cs1
  3, 0, -5, 6, 0.0, -10, 0.92, -9
25	COc1ccc(/C=C/C2=NNC(=O)CC2)cc1
  0, 3, 28, -6, 2.2, -3, 1, -9
26	CCn1c(CNC(=O)c2cccc(C)c2)nc2ccccc21
  6, 2, -37, 5, -1.7, 0, 1.2, -1
27	Cc1ccc(NC2(C#N)C(=O)Nc3ccccc32)cc1C (configuration not stated)
  12, 0, 25, 10, 3.6, 1, 0.91, -4
28	O=S(=O)(c1ccccc1)N1N=C(c2cccs2)CC1c1ccc(Br)cc1 (configuration not stated)
  -9, 3, -8, 10, 1.3, -2, 0.97, -3
29	O=C(Nc1ccc(C(=O)N2CCCc3ccccc32)cc1)c1cccs1
  -8, 0, 8, 0, 0.9, 2, 0.91, 12
30	CCn1ncc(C2=NOC(C(=O)Nc3cccc(O)c3)C2)c1C (configuration not stated)
  14, 2, 1, 10, -1.4, 0, 1, -6
31	COc1ccc(-c2[nH]n(-c3ccc([N+](=O)[O-])cc3)c(=O)c2C=NCc2ccccc2)cc1
  0, 19, -5, 6, 6.6, -1, 0.81, -10
32	COc1ccc(C2CC(=O)N(CCCN(C)CCc3ccc(OC)c(OC)c3)C2)cc1 (configuration not stated)
  -4, 1, -7, 12, 2.1, -1, 0.84, -10

# By substructure, the entries above containing an aryl thioether with sulfur outside any ring (four)
# The line under a structure holds: PfG6PD inh, SENP1 inh, SENP6 inh, SENP8 inh, MPTP block, GRIN3A LBD mod, hIAP activ, ATG4B inh
4	Nc1nc(N)c2cc(Sc3ccc(Cl)cc3)ccc2n1
  21, 1, ., -478, 36, ., ., .
5	CCOC(=O)CSc1nc(C)c2cc(OC)ccc2n1
  10, 0, -7, i, -3.5, -1, 1.4, 0
8	Cn1c(Cc2cccs2)nnc1SCC(=O)Nc1ccccc1
  -15, 1, -9, 6, -0.1, -1, 0.91, 2
22	CN(C)CCn1nnnc1SCC1=C(C(=O)O)N2C(=O)[C@@H](NC(=O)Cc3csc(N)n3)[C@H]2SC1
  31, -13, 2, -7, -1.8, 0, 1.1, -7
